# Screens as filed in PubChem BioAssay.
# bCat nuc transl = modulators of beta-catenin nuclear translocation, primary screen, imaging, HeLa cells, immunofluorescence, high-content | 190,000 tested, 0.3% active | AID 1665, 2009 | nuclear translocation activity, % at 5 µM;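 active means nuclear translocation activity above 50% at 5 µM, with a well cell count of 50 or more; inconclusive means wells under 50 cells across six images, flagged as toxic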;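 further: per-cell ratio of nuclear to cytoplasmic median beta-catenin stain intensity; plate controls were DMSO negative control for no effect and GSK-3 inhibitor IX positive control for full effect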
#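 assay system = human HeLa cells, endogenous beta-catenin | times = compound treatment 24 h, 37°C, 5% CO2 | detection = Anti-beta-catenin immunofluorescence on PFA-fixed, Triton-permeabilized cells, DAPI nuclei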
# Dynein cargo inh = inhibitors of GR-EGFP nuclear translocation, primary screen, dynein cargo transport inhibitor project, imaging, high-content, 3617.4 mouse cells; test concentration mostly 20 µM; stimulated with dexamethasone, 1 µM; hits give low values; z-score, hits read low; 220,000 tested, 0.47% active; AID 1381, 2008;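 active means plate z-score of nuclear minus cytoplasmic receptor signal below a set negative limit, without overly bright fluorescence or cell loss, cut at about -3.5 in these data, passing the limit was not always enough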;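 further: z-score of nuclear minus cytoplasmic ring GR-EGFP intensity difference per well; some compounds called inactive have numbers as strong as hits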
#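 Buffer or medium: tetracycline-free induction medium containing charcoal-stripped FBS / Reagent: dexamethasone agonist, 1.0 µM final, for 30 min / Technique: automated 10x imaging of fixed Hoechst-stained cells / Times: induction 48 h, compound 1 h, agonist 30 min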
# Insulin prom up = insulin promoter activators in MIN6 cells, imaging, high-content screening, mouse beta cells. MIN6 insulin promoter-GFP reporter; hits give high values. z-score at 5 µM. 190,000 tested, 0.3% active. AID 1625, 2009;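 active means z-score above 3 at 5 µM with at least 500 cells counted in the well; inconclusive means wells under 500 cells, flagged as cytotoxic or low count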
# Yfh1-off respiration = enhancers of respiration in Yfh1-depleted yeast, dose response, Friedreich's ataxia, plus single-dose screen (AID 1465); one-dose fold induction at 50 µM; EC50 in µM for titrated hits; S. cerevisiae Yfh1-off respiration, WST-1 reduction, 72 h; higher fold induction means a stronger effect; 220,000 tested, 0.074% active;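 active means fold induction of absorbance versus untreated yeast above a set limit, then at least 30% activation at any dose in follow-up; inconclusive means repeats straddling the limit, or above it without dose testing; inactive means fold induction below the set limit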;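 further: activators that raise dye reduction in frataxin-depleted yeast; strong numbers were not always called active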
# Dynein cargo inh cytoplasmic EGFP = further read-out of Dynein cargo inh, marked with its call; z-score; measured here: cytoplasmic GR-EGFP intensity; hits give high values
# Dynein cargo inh nuclear GR-EGFP = also measured in Dynein cargo inh; calls as there; z-score; measured here: nuclear GR-EGFP intensity;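 lower value marks the stronger effect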
# Dynein cargo inh cell count = further read-out of Dynein cargo inh, marked with its call; z-score; measured here: cell count per field
# Insulin prom up cell count = also measured in Insulin prom up; calls as there; cell count; measured here: cytotoxicity, nuclei count;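 total cells summed across four imaged fields per well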
# bCat nuc transl cell count 5 µM = further read-out of bCat nuc transl, marked with its call; cell count; measured here: cell count, cytotoxicity flag
# An asterisk follows results filed as active; i = inactive; ? = inconclusive; nt = no result given. A portion of the library. The share of hits here may be higher or lower than overall.
SMILES,bCat nuc transl,bCat nuc transl cell count 5 µM,Dynein cargo inh,Dynein cargo inh cytoplasmic EGFP,Dynein cargo inh nuclear GR-EGFP,Dynein cargo inh cell count,Insulin prom up,Insulin prom up cell count,Yfh1-off respiration
CC1(OC(=O)CCc2ccccc2)C(=O)C=C2C=C(c3ccc(C#N)cc3)N(CCc3ccccn3)C=C2C1=O (stereo not given),-0.2,1082,0.33,-0.82,0.17,0.034,nt,nt,i
O=C(Nc1ccc2oc(=O)ccc2c1)c1ccc(-c2ccccc2[N+](=O)[O-])o1,-1.0,1354,0.16,-0.24,0.049,-0.15,nt,nt,i
C=CCN1C=CC(=CC=C(C#N)C#N)C=C1,8.8,1315,1.8,2.4,2,-0.31,nt,nt,>100µM*
CC(C)C[C@@H](CSc1ccc(Br)cc1)N1CCN(CC(C)C)CCC1=O,-1.3,1121,-0.9,-0.81,-0.37,0.39,nt,nt,i
COc1cc(C(CC(=O)N2CCOCC2)c2c(OC)cc(OC)c3ccc(=O)oc23)cc(OC)c1OC (stereo not given),-0.1,1136,0.26,-0.77,0.15,-0.17,nt,nt,i
O=C(NCc1csc(-c2cccs2)n1)Nc1ccc(C(F)(F)F)cc1,1.6,1252,0.45,-0.26,0.072,-0.35,nt,nt,i
COc1ccc(-c2cccc(C3CC=CC4C3C(=O)N(Cc3ccccc3)C4c3ccc(OC)c(Cl)c3)c2)cc1 (stereo not given),-0.3,1150,0.08,-0.69,-0.0098,-0.32,nt,nt,i
COC(=O)c1sc(-c2ccc(C(C)(C)C)cc2)cc1NC(=O)/C=C/C(=O)O,0.0,1289,-2.4,0.57,-1.1,-1.4,nt,nt,i
O=C(NCc1ccco1)/C(=C\c1ccco1)NC(=O)c1ccco1,-0.4,1391,0.38,-0.24,0.34,-0.79,nt,nt,i
CCOC(=O)C1CCN(S(=O)(=O)c2ccc(NC(C)=O)c(Cl)c2)CC1,-2.4,1106,-0.55,-0.27,-0.33,0.91,nt,nt,i
COC(=O)c1ccc(S(=O)(=O)N2CCC(O)CC2)n1C,-1.6,1340,1.1,-0.2,1.2,-1.4,nt,nt,i
C#CCOCCOCCOCCNc1nc(N2CCN(C(=O)[C@H](Cc3cc4ccccc4[nH]3)n3cc([C@@H](N)Cc4ccc(O)cc4)nn3)CC2)nc(N2CCN(C(=O)[C@H](Cc3cc4ccccc4[nH]3)n3cc([C@@H](N)CC(C)C)nn3)CC2)n1,-0.9,1324,-0.5,-0.13,-0.3,1.2,nt,nt,i
CCN(CC)C(=O)CC(c1cc(OC)c(OC)c(OC)c1)c1c(OC)cc(OC)c2c(-c3ccccc3)cc(=O)oc12 (stereo not given),-0.5,1194,0.55,-0.73,0.28,-0.49,nt,nt,i
COC(=O)c1cc2c(s1)-c1ccc(OC)cc1CC2,-1.1,1305,1.6,-0.17,0.62,-1.3,nt,nt,i
COC(=O)c1ccc(C23CC4(C2)[C@H](CN(CC2CCCCC2)[C@@H]4c2ccccc2)C3c2ccc(C(F)(F)F)cc2)cc1 (stereo not given in full),-0.7,1140,-1.6,-0.77,-0.59,0.55,nt,nt,i
O=c1c2ccccc2nc2n1CCS2(=O)=O,2.3,1252,-1.9,0.34,-0.65,0.39,nt,nt,i
COc1ccc2[nH]c(C(=O)N(Cc3ccccn3)Cc3ccccn3)cc2c1,-0.2,1272,1.1,-0.26,1.2,-1.1,nt,nt,i
O=C(NCc1csc(-c2cccs2)n1)Nc1cccc(Cl)c1,-0.5,1255,-0.14,-0.19,-0.15,0.021,nt,nt,i
COc1ccc(N2C(=O)CC(NNc3nc4ccccc4s3)C2=O)cc1 (stereo not given),0.1,1393,-0.16,-0.24,-0.055,0.36,nt,nt,i
CC(=O)Nc1cccc(OCCCNC(=O)c2ccc(F)cc2)c1,0.1,1020,-0.2,-0.079,-0.16,0.41,nt,nt,i
CCn1nc(C)c([N+](=O)[O-])c1C(=O)NNC(=O)c1ccccc1Cl,-1.1,1065,-0.88,-0.24,-0.68,1.7,nt,nt,i
CCOC(=O)c1cnc(Nc2ccccc2)nc1C(F)(F)F,-0.2,1392,-0.48,0.14,0.25,0.14,nt,nt,i
CCCC[n+]1ccn(-c2nc3ccccc3nc2[N-]S(=O)(=O)c2cccs2)c1,-1.2,1289,0.49,-0.22,0.11,0.021,nt,nt,i
C[C@H](N)c1nnc(SCC(N)=O)o1,-2.0,1286,0.63,-0.25,0.41,-0.22,nt,nt,i
COc1ccc(NC(=O)Cn2nc(Cc3cccnc3)c3ccccc3c2=O)c(OC)c1,-1.1,1352,0.41,-0.26,1.2,-0.12,nt,nt,i
Cc1ccc2c(c1)C(=O)CC(O)(C(F)F)O2 (stereo not given),-0.8,1399,-1.2,-0.26,-0.69,2,nt,nt,i
Cc1ccc(-c2[nH][nH]c(=O)c(=O)c2N=Nc2ccccc2)cc1,0.7,1334,-0.96,-0.24,0.11,0.6,nt,nt,i
Cc1ccc(S(=O)(=O)NC(=O)Nc2cc(C(C)(C)C)on2)cc1,-2.1,1215,-0.5,-0.25,-0.3,0.3,nt,nt,i
CCCCCC(=O)NN1C(=S)N(c2ccc(OC)cc2)C(=O)C1CC(=O)Nc1ccccc1 (stereo not given),-0.2,1333,-0.25,-0.25,-0.1,0.0033,nt,nt,i
O=C(CSc1n[nH]c(=O)n1-c1ccc2c(c1)OCCO2)Nc1ccccc1,-2.1,1213,-0.25,-0.23,-0.19,0.057,nt,nt,i
CCn1c(SCC(N)=O)nc2sc3c(c2c1=O)CCN(C)C3,0.1,1017,-1.1,-0.082,-0.61,1,nt,nt,i
CN=C(C)/C(C(=O)OC)=C(/O)c1c(F)cccc1F,-3.9,1095,2.3,-0.078,0.9,-2.4,nt,nt,i
Cc1ccc(NS(=O)(=O)c2cccc3nsnc23)cc1,2.1,924,0.86,-0.19,0.19,0.38,nt,nt,i
CCCCCc1cc(=O)oc2c(C(CCN3CCCC3)c3ccc(N(C)C)cc3)c(OC)cc(OC)c12 (stereo not given),5.3,991,-5.3,1.3,-2.1,-4.4,nt,nt,i
CCCN1CCC(=O)N([C@H](CSc2ccc(Br)cc2)Cc2ccccc2)CC1,0.3,1040,-0.076,-0.81,-0.005,0.33,nt,nt,i
CC(=O)Nc1nc(C)c(C(C)(C)C)s1,0.0,1320,-0.34,-0.2,-0.27,0.21,nt,nt,i
O=C(OCc1nnn(Cc2ccccc2)c1-c1c(COC(=O)c2ccccc2)nnn1Cc1ccccc1)c1ccccc1,-1.3,1126,0.97,-0.7,0.61,-0.91,nt,nt,i
N#Cc1c(N2CCOCC2)nc(N)c2c(N)nc3c(c12)CC(CCl)O3 (stereo not given),-1.5,1148,4.6,1.7,2.2,-1.2,nt,nt,i
COC(=O)c1sc(C(C)(C)C)cc1CS(=O)(=O)c1ccccn1,-0.9,1286,0.45,-0.24,0.073,-0.65,nt,nt,i
CC(=O)NCCCc1nc2ccccc2n1Cc1ccccc1F,-0.4,1338,0.97,0.44,1.1,-1.2,-0.76,1215,nt
O=C1CCCN2N=C(SCC(=O)N3CCCCC3)SC2=N1,0.8,1269,-1.1,-0.25,0.018,0.61,-0.62,1057,nt
Cc1cc(C(=O)Cn2nc(C(=O)O)c3ccccc3c2=O)c(C)n1-c1cccc(C(F)(F)F)c1,0.3,1257,1.4,0.42,1.3,-0.53,-0.27,974,nt
CCCC[N+](CC#CCO)(CC#Cc1ccccc1)CCCC,-1.8,1281,-1.1,-0.18,0.018,0.28,-1.8,926,nt
O=C(c1cnc2sccn2c1=O)N1CCN(c2ccccc2Cl)CC1,1.8,1328,-0.13,-0.15,0.49,0.44,-0.26,1042,nt
O=C1/C(=C/c2cccc(O)c2)SC(=S)N1CC1CCCO1 (stereo not given),0.0,1260,1.1,-0.19,1.1,-0.48,0.13,951,nt
CSCC(=O)Nc1cc(C)on1,-2.1,1320,-0.19,-0.16,0.46,0.65,0.15,942,nt
C=CCn1c(SC)nnc1-c1ccc2ncccc2c1,-0.7,1307,0.62,-0.083,0.86,-0.48,-0.22,1013,nt
CC(=O)NC(N(C#N)c1nc(Cl)nc(N(C)C)n1)C(Cl)(Cl)Cl (stereo not given),-0.8,1428,-0.88,-0.18,0.12,0.16,-0.11,1053,nt
CCOC(=O)c1c(C)nn(-c2ccc(NC(=O)/C=C/C(=O)O)cc2)c1C,-1.0,1357,-0.51,-0.27,0.28,0.83,0.1,1018,nt
Cn1c(=O)c2c(nc(Sc3ncnn3CC(=O)NC3CCCCC3)n2C)n(C)c1=O,1.7,1269,-0.87,-0.2,0.12,1.1,-0.32,1011,nt
CCCCSc1nnc2c(n1)OC=Nc1ccccc1-2,-0.9,1349,-0.56,-0.26,0.26,0.73,-0.42,1141,nt
CCCCCOc1ccc(C(=O)NCCC(=O)NCCCC(=O)OCC)cc1,-1.1,1339,-1.4,0.62,0.033,0.24,-0.6,1026,nt
O=C(CSCC(=O)N1CCOCC1)Nc1nc(-c2ccccc2)cs1,2.2,1286,-0.19,-0.22,0.45,0.084,-0.46,935,nt
CCC1CCCCN1C(=O)CSC1=NN2CCCC(=O)N=C2S1 (stereo not given),0.9,1356,0.38,-0.29,0.71,0.22,-0.31,1067,nt
O=c1c2ccccc2c(C=Nc2ccc(O)cc2)c(O)n1Cc1ccccc1,0.9,1233,0.67,3.2,1.5,-0.39,1,1030,nt
COCCN(CC(=O)Oc1ccccc1P(=O)(OC)OC)Cc1ccccc1,-1.3,1292,-0.18,-0.019,0.48,0.25,-0.12,1049,nt
O=C(NCc1ccc2c3c(cccc13)C(=O)N2)c1cccs1,0.1,1333,-0.1,-0.16,0.5,-0.45,-0.18,981,nt
COc1ccc2cc3c(N)nn(C(=O)Cc4c[nH]c5ccccc45)c3nc2c1,?,nt,-0.84,-0.28,0.12,0.96,-1.6,820,nt

# Reformatted as labelled records: part of the list above
> CCC1CCCCN1C(=O)CSC1=NN2CCCC(=O)N=C2S1 (stereo not given)
  bCat nuc transl: 0.9
  bCat nuc transl cell count 5 µM: 1356
  Dynein cargo inh: 0.38
  Dynein cargo inh cytoplasmic EGFP: -0.29
  Dynein cargo inh nuclear GR-EGFP: 0.71
  Dynein cargo inh cell count: 0.22
  Insulin prom up: -0.31
  Insulin prom up cell count: 1067
  Yfh1-off respiration: nt

> O=c1c2ccccc2c(C=Nc2ccc(O)cc2)c(O)n1Cc1ccccc1
  bCat nuc transl: 0.9
  bCat nuc transl cell count 5 µM: 1233
  Dynein cargo inh: 0.67
  Dynein cargo inh cytoplasmic EGFP: 3.2
  Dynein cargo inh nuclear GR-EGFP: 1.5
  Dynein cargo inh cell count: -0.39
  Insulin prom up: 1
  Insulin prom up cell count: 1030
  Yfh1-off respiration: nt

> COCCN(CC(=O)Oc1ccccc1P(=O)(OC)OC)Cc1ccccc1
  bCat nuc transl: -1.3
  bCat nuc transl cell count 5 µM: 1292
  Dynein cargo inh: -0.18
  Dynein cargo inh cytoplasmic EGFP: -0.019
  Dynein cargo inh nuclear GR-EGFP: 0.48
  Dynein cargo inh cell count: 0.25
  Insulin prom up: -0.12
  Insulin prom up cell count: 1049
  Yfh1-off respiration: nt

> O=C(NCc1ccc2c3c(cccc13)C(=O)N2)c1cccs1
  bCat nuc transl: 0.1
  bCat nuc transl cell count 5 µM: 1333
  Dynein cargo inh: -0.1
  Dynein cargo inh cytoplasmic EGFP: -0.16
  Dynein cargo inh nuclear GR-EGFP: 0.5
  Dynein cargo inh cell count: -0.45
  Insulin prom up: -0.18
  Insulin prom up cell count: 981
  Yfh1-off respiration: nt
